SENP8 block: human SENP8 protease inhibitors, primary screen, biochemical, fluorescence, Nedd8 protein substrate, uHTS; Sentrin-specific protease 8 (Homo sapiens), Q96LD8; recombinant SENP8; inhibition, % at 20 µM; 0.64% of 360,000 active; AID 602440, 2012; in the data active = inhibition mostly above about 40%, no sharp cut-off; inactive = mostly below about 27%
Target sequence (Q96LD8 whole entry, looked up): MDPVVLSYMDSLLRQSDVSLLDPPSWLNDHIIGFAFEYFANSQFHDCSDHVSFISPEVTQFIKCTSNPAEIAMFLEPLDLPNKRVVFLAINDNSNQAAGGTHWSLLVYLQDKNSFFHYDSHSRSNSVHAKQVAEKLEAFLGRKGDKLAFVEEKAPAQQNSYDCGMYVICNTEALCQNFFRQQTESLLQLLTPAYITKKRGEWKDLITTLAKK
SENP1 inh: human SENP1 catalytic domain inhibitors, primary screen, biochemical, FRET, uHTS; Sentrin-specific protease 1 (Homo sapiens), Q9P0U3; recombinant SENP1 catalytic domain, CyPet-SUMO1-YPet FRET cleavage; inhibition, % at 10 µM; 0.21% of 360,000 active; AID 624204, 2012;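 active = inhibition at least 30% at 10 µM, raw YFP signal under a set limit, fluorescence ratio 0.5 to 1.5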;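 also: 0% = enzyme with DMSO and 100% = no enzyme wells; some results filed as inactive read as strong as hits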
Target sequence (Q9P0U3 419-644 limits assumed): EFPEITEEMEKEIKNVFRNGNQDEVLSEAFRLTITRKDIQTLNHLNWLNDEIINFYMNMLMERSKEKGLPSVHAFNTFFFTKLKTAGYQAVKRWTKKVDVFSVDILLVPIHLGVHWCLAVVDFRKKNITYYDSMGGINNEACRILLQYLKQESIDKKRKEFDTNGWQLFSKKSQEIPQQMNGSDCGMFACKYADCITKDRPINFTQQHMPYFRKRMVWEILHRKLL
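Compound: 10 µM single point, 0.5% DMSO; Test system: hSENP1 catalytic domain, recombinant; Timing: 50 min reaction at room temperature; Technique: FRET, CFP and YFP emission; Control set: no-enzyme wells low, DMSO-plus-enzyme wells high control.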
An asterisk follows results filed as active; i = inactive.

Each structure is followed by: SENP8 block	SENP1 inh
COCCN(C(=O)COC(=O)C12CC3CC(CC(C3)C1)C2)c1c(N)n(Cc2ccccc2)c(=O)[nH]c1=O
  1	2
Cc1ccc(S(=O)(=O)NCC(=O)OCc2csc(CC(=O)Nc3ccccc3C)n2)cc1C
  -4	-7
C(=C\c1sc(Nc2ccccc2)n[n+]1-c1ccccc1)/c1ccccc1
  0	-22
CCOC(=O)c1ccccc1NC(=O)COC(=O)C(CC)Oc1ccccc1 (configuration not stated)
  3	2
Cc1cc(C)c2c(=O)n3c(nc2c1)C(Cc1ccccc1)NC(=O)c1cccnc1-3 (configuration not stated)
  -13	-3
CCCCCCCn1c2c(c(=N)c3c1CCC3)CCCC2
  9	3
CCOC(=O)C1CCCN(C(=O)c2cc(F)ccc2C)CC1 (configuration not stated)
  17	-1
OCC1OC(n2cnc3c(/C=C(\O)c4ccccc4)ncnc32)C(O)C1O (configuration not stated)
  -319	-10
Cc1ccc(Cc2c(-c3ccc(F)cc3)nc3cc(C)ccn23)cc1
  -313	12
CCS(=O)(=O)N1Cc2cc(C(=O)NCCOC)nc(-c3cccc(-c4ccncc4)c3)c2[C@@H]1CCO
  14	3
Cc1ccc(S(=O)(=O)N2CCN(C(=O)COC(=O)Cc3c(F)cccc3Cl)CC2)c(C)c1
  11	3
CC1OC(OC2C(CO)OC(OCC3OC(OC(=O)[C@@]45CCC(C)(C)C[C@@H]4C4=CC[C@@H]6[C@@]7(C)CCC(OC8OCC(O)C(O)C8OC8OC(C)C(O)C(O)C8O)[C@@](C)(CO)C7CC[C@@]6(C)[C@]4(C)CC5)C(O)C(O)C3O)C(O)C2O)C(O)C(O)C1O (some centres not stated)
  6	1
COc1ccc(CCN2C(=O)CCC2(C)c2nnnn2-c2ccc3c(c2)OCCO3)cc1OC (configuration not stated)
  2	-2
CC(=O)c1nn(-c2ccccc2)c(=Nc2ccccc2)cc1C
  21	3
CSc1ccc(CN2CCC(C)(Oc3ccc(C(C)=O)cc3)C2)cc1 (configuration not stated)
  23	-2
Cn1cnc([N+](=O)[O-])c1Sc1nc(N)nc2c1ncn2C1CC(O)C(CO)O1 (configuration not stated)
  7	1
CC(C)N1C(=O)c2ccccc2NC(=O)C1C(=O)NCc1cccs1 (configuration not stated)
  -43	2
COCCNC(=O)C1C(=O)Nc2ccccc2C(=O)N1c1ccc2c(c1)OCCO2 (configuration not stated)
  5	0
CC(C)[C@@H](C(=O)N[C@@H](CCc1ccc(O)cc1)C(=O)O)N(C)C(=O)[C@H](CO)NC(=O)[C@@H](O)[C@H](N)CCCCCCCCl
  55*	4
CCc1nc2c(OCC=C(C)C)cccn2c1N(C)C(=O)c1ccc(OC)cc1
  43*	-1
O=C(CCl)N(c1ccccc1)c1ccccc1
  4	-1
CCC(=O)N1CCCC(C)(C(=O)NS(=O)(=O)c2ccccc2Cl)C1 (configuration not stated)
  12	5
CCC12C(=Nc3c(Cl)cccc31)C[C@@H]1CCN3C(=O)CCC[C@H]2[C@H]13 (some centres not stated)
  12	0
CCN(c1ccccc1)S(=O)(=O)c1ccc(C(=O)NCC(c2ccccc2OC)N2CCCC2)cc1 (configuration not stated)
  7	-6
CCOC(=O)[C@]12CCC=C1N(CCC1=CCCCC1)C(=O)[C@H](CC(=O)NCc1cccc3ccccc13)C2
  12	-4
CCOC(=O)c1cnc(Nc2nc3ccccc3o2)nc1CN1CCN(C)CC1
  -32	-23
Cc1nc(Nc2ccc(Cl)c(Cl)c2)sc1C(/C=C/c1ccc2c(c1)OCO2)=NNc1ccc([N+](=O)[O-])cc1[N+](=O)[O-]
  26	9
CCc1nc2c(OCCC3CCCCC3)cccn2c1N(C)C(=O)COc1ccccc1
  19	-2
CNc1ccc(-c2ccccc2OC)cn1
  i	3
CC(C)Cc1ccc(C(C)/C=C2/CCC(CN3CCCCC3)C2=O)cc1 (configuration not stated)
  9	-6

Next structures follow.
Each structure is followed by: SENP8 block	SENP1 inh
CC(=O)C1=C(C)N=c2s/c(=C/c3ccc4c(c3)OCO4)c(=O)n2C1c1ccc(N(C)C)cc1 (configuration not stated)
  32	65*
CCOC(=O)c1sc(NC(=O)c2cccs2)nc1C
  -48	1
O=c1cc(SCc2ccccc2)nc[nH]1
  11	-1
Nc1cccc(Oc2ccc3c(c2)C(=O)N(CCO)C3=O)c1
  8	3
CCOC(=O)[C@]12CCC=C1N(CCC1=CCCCC1)C(=O)[C@H](CC(=O)NCc1ccccc1)C2
  20	-5
COc1ccccc1Cc1c(-c2ccc(C#N)cc2)nc2c3ccccc3ccn12
  -376	-6
CCN(CC)CCN1CCN(c2cncc(-c3cccc(N)c3)n2)CC1
  -18	-1
COc1ccccc1NC(=O)N(C)C[C@@H]1OCc2cnnn2CCCC(=O)N([C@H](C)CO)C[C@H]1C
  0	2
CCCCN(C=O)c1c(CC)nc2c(OCCOc3ccccc3)cccn12
  -2	-6
COc1ccc(-c2csc(C(NC(C)=O)c3cccc(OC)c3)n2)cc1 (configuration not stated)
  11	2
COc1cc2c(cc1OC)C(c1ccc3c(c1)Cc1ccccc1-3)OC(=O)C2 (configuration not stated)
  13	0
C[C@H](CO)N1C[C@H](C)[C@@H](CN(C)S(=O)(=O)c2cn(C)cn2)Oc2cc(Br)ccc2S1(=O)=O
  10	-1
CC(=O)Nc1ccc(NC(=O)C(C)N(C)CC(=O)Nc2ccccc2Br)cc1 (configuration not stated)
  27	2
COc1ccc(S(=O)(=O)N(C)C[C@@H]2Oc3cc(C#CC4CCCCC4)ccc3S(=O)(=O)N([C@@H](C)CO)C[C@@H]2C)cc1
  5	-5
Cn1nnnc1NN=Cc1ccccc1
  12	0
Cc1c(Cl)cccc1N1C(=O)CC(Sc2ccccc2N)C1=O (configuration not stated)
  9	4
O=C(O)c1ccc(-c2cccc(-c3nn4c(=O)cc(N5CCNCC5)nc4s3)c2)cc1
  -24	-2
C=CCN(CC=C)C(=O)C1c2ccccc2Oc2ccccc21
  15	1
Nc1ccc(C(=O)Nc2ccc3c(O)cc(S(=O)(=O)O)cc3c2)cc1
  -24	-3
C[C@H]1NS(=O)(=O)c2cc(Cl)ccc2O[C@@H]1c1ccccc1
  3	1
C[C@@H]1CN([C@H](C)CO)S(=O)(=O)c2ccc(C#Cc3ccccc3F)cc2O[C@@H]1CN(C)C(=O)Cc1ccccc1
  -103	-30
COc1ccccc1-c1cnc2c(c1)C(=O)N([C@@H](C)CO)C[C@@H](C)[C@H](CN(C)C(=O)c1cccnc1)O2
  1	-1
C[C@@H]1CN([C@H](C)CO)S(=O)(=O)c2ccc(Br)cc2O[C@@H]1CN(C)Cc1ccc(-c2ccccc2)cc1
  4	0
c1ccn(CCc2ccncc2)c1
  6	1
CCCC(=O)N1CCCC1(C)C(=O)NCc1ccc(F)cc1Cl (configuration not stated)
  2	0
O=C1c2ccccc2-c2cc(Br)ccc2NC1O (configuration not stated)
  11	4
CO[C@@H]1CN(C)C(=O)c2cc(NS(=O)(=O)c3ccc(C)cc3)ccc2OC[C@H](C)N(Cc2nccs2)C[C@H]1C
  25	0
O=C(NCC1CC1)c1cc2c(c(-c3cccc(-c4ccccc4F)c3)n1)[C@H](CCO)N(C(=O)CC1CC1)C2
  20	1
CN1OC[C@@H]2CN(C(=O)C(C)(C)C)[C@H](c3cccc(Br)c3)C[C@@H]21
  5	1
Cc1ccc(COc2ccsc2C(=O)O)cc1
  9	-5

Following part
Each structure is followed by: SENP8 block	SENP1 inh
CC(C)C(N)c1csc(Nc2cc(Oc3ccccc3)ncn2)n1 (configuration not stated)
  6	-1
CN1CCN(C2CN(Cc3ccccc3)S(=O)(=O)C2)CC1 (configuration not stated)
  7	1
Oc1[nH]c2ccccc2c1N=NC(=S)NCCc1ccccc1
  35	7
CNc1ncnc2c1ncn2[C@H]1CN(Cc2ccc(Cl)cc2)C[C@@H](CO)O1
  4	-2
CC(=O)c1ccc(Nc2nc(CN)cs2)cc1
  -138	-2
COc1cc(C(=O)Oc2ccccc2OC(=O)c2cc(OC)c(OC)c(OC)c2)cc(OC)c1OC
  4	3
COc1cc(C(O)c2nc(-c3cccc(NC(C)=O)c3)cs2)ccc1F (configuration not stated)
  9	1
CCCCN(CCCC)Cc1cc(=O)oc2cc(C)cc(C)c12
  5	1
Cc1ccc([C@H]2C[C@H](O)[C@@H](n3cc(COC(=O)c4ccccc4)nn3)CN2Cc2cccs2)cc1
  -7	-2
CC(C)C[C@H]1CN(CCCC[C@@H]2CNC(=O)C(=O)N2Cc2ccccc2)C(=O)C(=O)N1CCC1CCCCC1
  8	1
CCN1C(=O)CCN(C2CCCC2)c2nc(Nc3ccc(C(=O)NC4CCN(C)CC4)cc3OC)ncc21
  i	1
COc1cccc(C(=O)Nc2nnc(-c3ccccc3)s2)c1
  -74	1
COc1ccc2nc(Cl)c(C=O)c(N3CCOCC3)c2c1
  -1	-7
O=C(COc1ccccc1)NC(=S)Nc1cccc2c(O)cccc12
  21	-1
COc1cc2c3c(c1OC)C(=O)CC3CCCC2 (configuration not stated)
  -415	-3
COCCNc1nc2cc(-c3cccc(Cl)c3)sc2c(=O)n1C
  -144	2
O=S(=O)(NC(CO)Cc1ccccc1)c1cc(Cl)ccc1F (configuration not stated)
  0	2
Cc1cccc(-n2cnc3cc(C(=O)NCCN4CCOCC4)ccc32)c1
  20	0
Cc1ccc(C)c(NC(=O)CN(C)C(=O)c2ccc(COc3ccccc3)cc2)c1
  16	-1
O=C(CCCCn1ccc(=O)[nH]c1=O)Nc1ccc(C(=O)O)c(O)c1
  -64	1
C[C@H]1CN([C@@H](C)CO)C(=O)c2cc(-c3cccc(F)c3)cnc2O[C@H]1CN(C)C(=O)c1cnccn1
  15	0
COc1ccc(-n2nc(C(=O)N3CCN(c4ccc(F)cc4)CC3)c3ccccc3c2=O)c(OC)c1
  -31	1
CC(=O)N1c2cc3ccccc3cc2N(C(C)=O)c2cc3ccccc3cc21
  6	3
CCCNC(=O)c1cc(C2CCCCN2C(=O)CCc2ccccc2)on1 (configuration not stated)
  10	1
c1cc(C2OCCO2)cs1
  21	1
CN1C(=O)C(N=Nc2ccc([N+](=O)[O-])cc2)SC1=S (configuration not stated)
  31	-23
CC1(C(=O)NS(=O)(=O)c2cccc(OC(F)F)c2)CCN1C(=O)CC1CCCC1 (configuration not stated)
  13	-1
OC(c1cccnc1)c1nc(/C=C/c2ccc(C(F)(F)F)cc2)cs1 (configuration not stated)
  -20	0
CS(=O)(=O)Nc1ccccc1-c1cccc2nccn12
  i	-6
Cc1ccsc1C(=O)OCC(=O)Nc1cccc(S(=O)(=O)N2CCCCC2)c1
  8	2

More structures follow:
Each structure is followed by: SENP8 block	SENP1 inh
O=C(CSc1nnc(SCC(=O)NCc2ccc3c(c2)OCO3)s1)NCc1ccc2c(c1)OCO2
  0	-1
CCc1ccc(NC(=O)N2CCN(c3ccc(F)cc3)CC2)cc1
  5	0
CC(=NNC(=S)SCc1ccccc1)c1ccccn1
  16	1
CCC(CC)C(=O)N(C)c1c(C)nc2c(OCc3ccc(C#N)cc3)cccn12
  22	2
CCOc1ccc(-c2cc(C(=O)Nc3cccc(C(F)(F)F)c3)[nH]n2)c(C)c1
  3	1
CC(=O)c1sc(Nc2ccccc2)nc1C
  -352	-2
CCOc1ccc(Cl)cc1-c1cc(C(=O)NCc2ccccc2OC)[nH]n1
  4	1
Cc1ccc2nc(-c3ccco3)c(Cc3ccccc3)n2c1
  -365	7
CC(C)C[C@@H]1CN(CCCC[C@H]2CNC(=O)C(=O)N2CCC2CCCCC2)C(=O)C(=O)N1CC1CCCCC1
  9	5
Nc1nc2ccccc2n1S(=O)(=O)c1ccccc1
  18	1
COc1ccccc1-n1cnc2c(c1=O)c1nc3ccccc3nc1n2-c1ccc(C)c(C)c1
  -407	-4
COCCNC(=O)C1(C)CCCN(Cc2ccc(-c3ccccn3)cc2)C1 (configuration not stated)
  11	0
CCCNC(=O)C1(C)CCCN(Cc2cccc(C#N)c2)C1 (configuration not stated)
  16	1
COc1ccc(CNC(=O)c2sc(=O)n(Cc3ccccc3C)c2C)cc1
  4	4

Bioassay records deposited in PubChem by Sanford-Burnham Center for Chemical Genomics.

A portion of the library; count on the stated rates, not on these rows.
